Source: PubChem (Johns Hopkins Ion Channel Center)
RGS4 inh: human RGS4 inhibition; AID 463165; actives 0.45% (n = 310,000); B-score at 10 µM; HEK293 M3R/RGS4 inducible, Fluo-4 calcium flux; active compounds read high; triggered by carbachol at its EC20;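 active = B-score, a plate-corrected calcium signal, over three deviations above library mean, with baseline fluorescence within five deviations of library mean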;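 note: RGS4 expression induced by doxycycline in cells with stable M3 receptor; B-score is computed from the integrated fluorescence ratio over baseline after carbachol; higher B-score means a larger calcium signal and so more RGS4 inhibition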
Target sequence (P49798 whole entry, looked up): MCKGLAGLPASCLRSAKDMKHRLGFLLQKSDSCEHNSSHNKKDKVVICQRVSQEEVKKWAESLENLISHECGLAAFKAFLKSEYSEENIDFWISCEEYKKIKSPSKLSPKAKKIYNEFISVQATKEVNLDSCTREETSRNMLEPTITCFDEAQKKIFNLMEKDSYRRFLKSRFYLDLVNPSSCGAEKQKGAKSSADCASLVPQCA
TMEM16A inh: inhibitors of mouse TMEM16A calcium-activated chloride channel; Q8BHY3; HEK293 TMEM16A/YFP iodide influx fluorescence, ionomycin; normalized B-score (activity score, 25-100; higher = stronger inhibition) at 10 µM; actives 1.2% (n = 310,000); AID 588511;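 active = ratio plate-corrected score three or more library SD toward inhibition, starting fluorescence score within five deviations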;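 note: score derived from kinetic fluorescence span divided by baseline fluorescence per well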
KCNK9 inh: blocks the human KCNK9 two-pore domain potassium channel. Q9NPC2. actives 1.2% (n = 310,000). AID 488922. HEK293 KCNK9, FluxOR thallium flux fluorescence; active compounds read low. B-score at 10 µM;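 active = ratio B-score over 3 SD below the library mean, with starting fluorescence within 5 SD of its mean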;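 note: negative B-score means less thallium flux so channel inhibition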
Target sequence (Q9NPC2 whole entry, looked up, the tested form may be a part): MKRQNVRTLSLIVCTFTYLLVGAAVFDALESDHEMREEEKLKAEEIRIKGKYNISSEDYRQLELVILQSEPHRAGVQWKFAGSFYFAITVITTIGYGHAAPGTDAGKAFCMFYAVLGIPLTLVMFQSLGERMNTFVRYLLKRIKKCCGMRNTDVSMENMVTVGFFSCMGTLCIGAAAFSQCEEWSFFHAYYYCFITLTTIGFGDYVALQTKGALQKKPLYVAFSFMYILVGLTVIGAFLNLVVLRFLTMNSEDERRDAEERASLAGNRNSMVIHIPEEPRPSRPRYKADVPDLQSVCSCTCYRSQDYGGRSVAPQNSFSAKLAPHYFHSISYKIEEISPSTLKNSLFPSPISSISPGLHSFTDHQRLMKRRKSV
KCNQ1 act: potentiates or activates the human KCNQ1 potassium channel. AID 2648. actives 0.35% (n = 310,000). CHO-K1 KCNQ1, thallium flux FluxOR fluorescence; active compounds read high. B-score at 10 µM. P51787;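 active = fluorescence ratio B-score, a plate-corrected score, at least three library SD, with initial intensity B-score within 5 SD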
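assay system = CHO-K1 cells stably expressing KCNQ1 | medium = assay buffer, equal DMSO in all wells | timing = 37 °C overnight plating, 90-min dark dye load, 20-min compound pretreatment | measured by = kinetic FluxOR thallium fluorescence, 10-s 1-Hz baseline, 110-s post-stimulus read | measure = fluorescence change relative to baseline, converted to B score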
TMEM16A act: activators or potentiators of mouse TMEM16A chloride channel; Q8BHY3; HEK293 TMEM16A/YFP-H148Q/I152L, iodide quench fluorescence; active compounds read low; B-score at 10 µM; actives 0.3% (n = 340,000);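 active = fluorescence-ratio B-score plate-corrected deviation score at least 3 library SD below zero, with starting fluorescence score within 5 deviations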;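 note: channel opened by trigger with iodide after compound preincubation; score built on the fluorescence ratio of max minus min over baseline; more negative score means more quench and so TMEM16A activation or potentiation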
KCNK3 block: human KCNK3 channel inhibition, primary screen. AID 602410. B-score at 10 µM. CHO-KCNK3 thallium flux, FluxOR fluorescence; active compounds read low. actives 0.84% (n = 340,000);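 active = B-score under library mean minus 4 SD, starting fluorescence ratio at most library mean plus 5 SD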;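 note: more negative B-score means stronger inhibition of thallium flux through KCNK3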
Target sequence (O14649 whole entry, looked up): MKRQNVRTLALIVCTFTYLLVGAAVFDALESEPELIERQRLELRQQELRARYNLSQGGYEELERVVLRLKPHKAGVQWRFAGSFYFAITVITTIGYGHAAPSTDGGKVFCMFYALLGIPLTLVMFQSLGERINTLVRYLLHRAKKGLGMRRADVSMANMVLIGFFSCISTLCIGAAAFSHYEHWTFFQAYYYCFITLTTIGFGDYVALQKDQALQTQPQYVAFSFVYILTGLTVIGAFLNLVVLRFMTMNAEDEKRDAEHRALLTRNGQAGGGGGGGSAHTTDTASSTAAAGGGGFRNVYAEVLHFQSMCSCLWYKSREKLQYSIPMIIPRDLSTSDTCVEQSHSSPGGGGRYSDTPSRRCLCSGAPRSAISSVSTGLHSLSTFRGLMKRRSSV
KCNQ1 inh: blocks the human KCNQ1 potassium channel | CHO-K1 KCNQ1, FluxOR thallium flux fluorescence; active compounds read high | actives 1.3% (n = 310,000) | B-score at 10 µM | AID 2642;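 active = compounds whose thallium flux B-score, printed positive for inhibition, exceeds three library SD while starting fluorescence stays within three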;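 note: channel opened by potassium depolarization with thallium stimulus after 20 min compound exposure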
hERG protect: shields human hERG channel from block by proarrhythmic agents. actives 0.51% (n = 310,000). AID 1511. activation (rescue from dofetilide block), less the hit threshold, % at 10 µM. Q12809. CHO-hERG, FluxOR thallium flux, dofetilide IC70 present;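 active = activation above the mean of controls blocked by dofetilide plus 5 SD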;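 note: thallium influx through hERG after potassium depolarization seen as dye fluorescence rise; in these data hits start at about 4.7%; inactives centre near -7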
MrgX1 agonist: agonists of human MrgX1 receptor; actives 0.44% (n = 310,000); B-score at 10 µM; Q96LB2; MrgX1-HEK293 cells, Fluo-4 calcium fluorescence, agonist mode; active compounds read high;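 active = calcium response B-score plate-corrected fluorescence ratio at least 3 library SD, with starting fluorescence B-score inside 5 SD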
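times = overnight plating, then 30 min 37 °C plus 30 min room-temperature dye loading | assay system = stable human MrgX1 HEK293 cell line | input = fifteen thousand cells per well | signal = kinetic calcium dye fluorescence, Fluo-4 NW | dosing = compound delivered in addition one of three | read-out = B-scored fluorescence response ratio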
RGS4 pot: RGS4 potentiation or activation | HEK293 M3R/inducible RGS4, carbachol calcium flux Fluo4; active compounds read low | actives 0.92% (n = 310,000) | B-score at 10 µM;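 active = B-score of the integrated calcium signal more than 4 SD below the library mean, with starting fluorescence not abnormally high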;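 note: negative B-score means reduced calcium response which marks RGS4 activation or potentiation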
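Detection: kinetic calcium fluorescence imaging with Fluo4-AM dye, 2 µM / Material: HEK293 cells with stable M3R and inducible RGS4 / Schedule: recording 10 s baseline at 1 Hz, 100 s post-agonist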
MrgX1 PAM: human MrgX1 positive allosteric modulation, primary screen; actives 0.63% (n = 310,000); B-score at 10 µM; Q96LB2; MrgX1-HEK293, Fluo-4 calcium flux, FDSS; active compounds read high;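 active = plate-corrected calcium response at least 3 library SD above typical, normal starting fluorescence, not activating the receptor alone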;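 note: compound read alongside a low EC10 to EC30 dose of BAM8-22 agonist; peak minus trough fluorescence over baseline measured at the second addition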
Active calls of the source: *; i = inactive; x = no result given.

SMILES	RGS4 inh	TMEM16A inh	KCNK9 inh	KCNQ1 act	TMEM16A act	KCNK3 block	KCNQ1 inh	hERG protect	MrgX1 agonist	RGS4 pot	MrgX1 PAM
O=C(NC1CS(=O)(=O)CC1NCc1ccccc1)c1ccccc1 (stereo not drawn)	i	i	i	i	i	i	i	-2.6	i	i	i
CC(C)c1ccccc1NC(=S)NCc1ccncc1	i	i	i	i	i	i	i	-11.6	i	i	i
CC(C)[C@H](NS(=O)(=O)c1ccccc1)C(=O)OCC(=O)Nc1ccc2c(c1)OCO2	i	i	i	i	i	i	i	-9.4	i	i	i
CN(Cc1ccccc1)C(=O)c1cc2ccccc2o1	i	i	i	i	i	i	i	-5.8	i	i	i
Cc1ccc(-n2ncc3c2CC(C)(C)CC3NC(=O)c2ccccn2)cc1 (stereo not drawn)	i	i	i	i	i	i	i	-12.0	i	i	i
CCc1c(C)nc(SCC(=O)N2CCCCC2C)[nH]c1=O (stereo not drawn)	i	i	i	i	i	i	i	-8.6	i	i	i
Cc1c(CCC(=O)O)c(=O)oc2cc(O)ccc12	i	i	i	i	i	i	i	-12.2	i	i	i
COc1ccc(CN2CCC(=O)N([C@H](CO)Cc3ccccc3)CC2)cc1OC	i	i	i	i	i	i	i	-7.8	i	i	i
Cc1c(C(=O)NN)nc2ccccn12	i	i	i	i	i	i	i	-6.5	i	i	i
Cc1ccc(C2(O)C(=O)c3ccccc3C2=O)c(O)c1C	i	i	i	i	i	i	i	-2.9	i	i	i
Cc1ccc(C)c(SCC(=O)NC(=O)NCc2ccccc2)c1	i	i	i	i	i	i	i	-7.5	i	i	i
COCCNC(=O)C(C)OC(=O)C1=Cc2ccccc2OC1 (stereo not drawn)	i	i	i	i	i	i	i	-12.4	i	i	i

Not a retest: 2 of the compounds above.
SMILES	RGS4 inh	TMEM16A inh	KCNK9 inh	KCNQ1 act	TMEM16A act	KCNK3 block	KCNQ1 inh	hERG protect	MrgX1 agonist	RGS4 pot	MrgX1 PAM
O=C(NC1CS(=O)(=O)CC1NCc1ccccc1)c1ccccc1 (stereo not drawn)	i	i	i	i	i	i	i	-2.6	i	i	i
CC(C)c1ccccc1NC(=S)NCc1ccncc1	i	i	i	i	i	i	i	-11.6	i	i	i

(continued)
SMILES	RGS4 inh	TMEM16A inh	KCNK9 inh	KCNQ1 act	TMEM16A act	KCNK3 block	KCNQ1 inh	hERG protect	MrgX1 agonist	RGS4 pot	MrgX1 PAM
c1cnc(SCCCOc2ccc3ccccc3c2)nc1	i	i	i	i	i	-10.3*	i	-7.8	i	i	i
Cc1nc(NCCCn2ccnc2)c2oc3ccccc3c2n1	i	i	i	i	i	i	i	-9.9	i	i	i
COc1ccc(NS(=O)(=O)c2ccc(-c3cnc(C4CC4)o3)cc2)cc1OC	i	25*	i	i	i	i	8*	-14.3	i	i	i
O=C(NCCN1CCN(S(=O)(=O)c2ccc([N+](=O)[O-])cc2)CC1)C(=O)Nc1ccccc1	i	i	i	i	i	i	i	-8.5	i	i	i
O=C(CC1Nc2ccccc2NC1=O)NC1CCCCC1 (stereo not drawn)	i	i	i	i	i	i	i	-10.8	i	i	i
Cc1cc(NC(=O)Nc2ccc(F)c(Cl)c2)no1	i	i	i	i	i	i	i	-10.9	i	i	i
Cc1ccc(N2Cc3ccccc3OC(C)C2=O)cc1 (stereo not drawn)	i	i	i	i	i	i	i	-8.7	i	i	i
Oc1ccc(-c2n[nH]c(=S)n2-c2ccc3c(c2)OCCO3)cc1	i	i	i	i	i	i	i	-7.2	i	i	i
COc1ccccc1-n1nnnc1SCc1ccccc1	i	i	i	i	i	i	i	-1.7	i	i	i
CNC(=O)c1ccc(-c2nc(-c3ccccc3)cs2)cc1	i	i	i	i	i	i	i	-10.7	i	i	i
O=C(Nc1nc(-c2ccccn2)cs1)c1ccccc1-n1cnnn1	i	i	i	i	i	i	i	-11.5	i	i	i
Cc1c(NS(=O)(=O)c2cc(NC(=O)CCN3CCCC(C)C3)ccc2Cl)c(=O)n(-c2ccccc2)n1C (stereo not drawn)	i	i	i	i	i	i	i	-7.1	i	i	i
C(=N\Nc1ncnc2sc3c(c12)CCC3)/c1ccncc1	i	i	i	i	i	i	i	-13.6	i	i	i
Cc1ccc(-c2noc(CN3CCN(c4ccccc4F)CC3)n2)cc1	i	i	i	i	i	i	i	-2.9	i	i	i
COCCn1c(C)cc(/C=C2\NC(=S)N(C)C2=O)c1C	i	i	i	i	i	i	i	-5.7	i	i	i
CCOC(=O)N1CCN(S(=O)(=O)c2ccc(C(=O)NNc3nc4ccc(Cl)cc4s3)cc2)CC1	i	i	i	i	i	i	i	-13.3	i	i	i
CCCCNC(=S)N(C)/N=C/c1c(C)[nH]c2ccccc12	i	i	i	i	i	i	i	-9.8	i	i	i
CC(=O)NC1CCN(CC(=O)Nc2cccc([N+](=O)[O-])c2)CC1	i	i	i	i	i	i	i	1.3	i	i	i
CCN(CC)S(=O)(=O)c1ccc(NC(=O)[C@@H](NC(=O)c2cc(OC)cc(OC)c2)C(C)C)cc1	i	i	i	i	i	i	i	-7.2	i	i	i
CCC(C)(C)NC(=O)c1ccc2c(c1)OCCO2	i	i	i	i	-26.8*	i	i	-4.7	i	i	i
Cc1cccc(C)c1OCCn1nc(C(=O)O)c2ccccc2c1=O	i	i	i	i	i	i	i	-5.8	i	i	i
COc1ccc(OC)c(NC(=O)COC(=O)c2c3c(nc4ccccc24)CCCC3)c1	i	i	i	i	i	i	i	-22.3	i	i	i
Cc1c(C(=O)N2CCCCC2C)sc2nc3n(c(=O)c12)CCC3 (stereo not drawn)	i	i	i	i	i	i	i	-6.9	i	i	i
Fc1ccc(-c2ccc(/C=N/n3cnnc3)o2)cc1	i	i	i	i	i	i	i	-3.8	i	i	i
Cc1cccc(OCC(=O)Nc2ccc(C(=O)NCc3cccnc3)cc2)c1	i	i	i	i	x	x	i	-14.0	i	i	i
N#Cc1ccccc1NC(=S)NC(=O)C1CCC1	i	i	i	i	i	i	i	-10.7	i	i	i
COc1ccc(S(=O)(=O)n2ccc(C(C)Oc3ccc(-c4ccccc4)c(F)c3)n2)cc1 (stereo not drawn)	i	i	-11.2*	i	i	i	i	-8.8	i	i	i
CCCN1CCN(S(=O)(=O)c2c(C)[nH]c(C)c2C(=O)N2CCCCC2)CC1	i	i	i	i	i	i	i	-11.1	i	i	i
O=C(c1ccc2c(c1)OCCO2)C1CCN(C(=O)c2ccc(F)cc2)CC1	i	i	i	i	i	i	i	-8.5	i	i	i
O=C(NCCSCc1ccco1)Nc1cc(Cl)cc(Cl)c1	i	100*	-8.24*	i	i	-13.2*	8*	-18.8	i	i	i
COc1ccc(/C=C2/SC(=S)NC2=O)cc1OCc1ccccc1	i	i	i	i	i	i	i	-12.9	i	i	i
Cc1c(NC(=S)Nc2ccccc2C(F)(F)F)cccc1[N+](=O)[O-]	i	i	i	i	i	i	i	-8.4	i	i	i
CN1CCN(S(=O)(=O)c2ccc(NC(=O)c3cccc(F)c3)cc2)CC1	i	i	i	i	i	i	i	-1.3	i	i	i
O=C(NCC1CCCO1)c1cnc(Cl)c(Cl)c1 (stereo not drawn)	i	i	i	i	i	i	i	-7.8	i	i	i
CC(NS(=O)(=O)c1ccc([N+](=O)[O-])cc1)C(c1cccs1)N1CCOCC1 (stereo not drawn)	i	i	i	i	i	i	i	-8.9	i	i	i
O=C(/C=C/c1ccc(O)c(O)c1)c1ccccc1O	12.6*	100*	i	i	i	i	i	-26.4	i	i	13.5*
COc1ccc(NC(=O)c2cccc(S(=O)(=O)N3CCOCC3)c2)cn1	i	i	-6.92*	i	i	i	i	-4.0	i	i	i
CCC1(CC)Cc2ccccc2C(=C(C#N)C#N)N1	i	i	i	i	i	i	i	-6.9	i	i	i
Clc1ccc2c(NCc3ccco3)ncnc2c1	i	i	i	i	i	i	i	-12.9	i	i	i
Cc1nn(CCO)c2c1C(=O)CCC2	i	i	i	i	i	i	i	-5.0	i	i	i
CCn1c(=N)c(S(=O)(=O)c2ccccc2)cc2c(=O)n3ccccc3nc21	i	i	i	i	i	i	i	-13.4	i	i	i
O=C(c1cc(=O)[nH]c2ccccc12)N1CCN(c2ccc([N+](=O)[O-])cc2)CC1	i	i	i	i	i	i	i	-13.5	i	i	i
Cc1ccc(Cl)cc1N1CCN(Cc2nc3ccsc3c(=O)[nH]2)CC1	i	i	i	i	i	i	i	-11.9	i	i	i
Fc1ccc(-c2csc(N3CCSCC3)n2)cc1	i	i	i	i	i	i	i	-6.3	i	i	i
Cc1n[nH]c(=O)nc1N/N=C/c1ccc(O)c([N+](=O)[O-])c1	i	i	i	i	i	i	i	-2.1	i	i	i
CC1CC(C)CN(C(=O)COC(=O)c2cc(S(=O)(=O)N3CCOCC3)ccc2F)C1 (stereo not drawn)	i	i	i	i	i	i	i	-14.5	i	i	i
Cc1cccc(NC(=O)c2ccccc2[N+](=O)[O-])n1	i	i	i	i	i	i	i	-9.2	i	i	i
COC(c1ccccc1)(c1ccccc1)C(Oc1nccc(C)n1)C(=O)O (stereo not drawn)	i	i	i	i	i	i	i	-4.7	i	i	i
Cc1ccc(-c2ccc(OCC(=O)N3CCOCC3)cc2)cc1	i	i	i	i	i	i	i	-7.9	i	i	i
CC(CN1CCN(c2ccccc2)CC1)c1ccccc1 (stereo not drawn)	i	i	i	i	i	i	i	-13.6	i	i	i
O=C(NCc1ccccc1)N1CCC(c2nc3ccccc3[nH]2)CC1	i	i	i	i	i	i	i	-1.1	i	i	i
COc1cc2c(cc1NC(=O)COC(=O)CNS(=O)(=O)c1ccc(C)cc1)oc1ccccc12	i	i	i	i	i	i	i	-3.7	i	i	i
Cc1ccc(C(=O)OCC(=O)c2ccc(Cl)s2)s1	i	i	i	i	i	i	i	-9.6	i	i	i
NCCNC(=O)Cc1ccc(NC(=O)Cc2ccc(Nc3ncnc4c3ncn4[C@@H]3O[C@H](CO)[C@@H](O)[C@H]3O)cc2)cc1	x	i	x	x	i	i	x	x	i	x	i
CN(CCN1CCOCC1)C(=O)CC1C(=O)NCCN1Cc1ccccc1F (stereo not drawn)	i	i	i	i	i	i	i	-11.9	i	i	i
CCOc1ccc(NC(=O)NCCCn2c(C)nc3cc(C)c(C)cc32)cc1	i	i	i	i	i	i	i	-16.2	i	i	i
